Integrin act MD = activators of alpha7 integrin expression for muscular dystrophy; alpha7betagal myoblasts, beta-gal FDG fluorescence, 48 h; Potency, µM (highest dose often 38.3 µM), for the others: at the highest dose activation, hits mostly activators; hit rate 0.064% among 350,000;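 also: potency is read from the fitted curve at half-maximal effect; 100% = response of the positive control SU9516; nearly all actives have a fitted effect of over 60% in size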
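Alpha7betagal+/- myoblasts (passage 13) were plated 16-24 hr, then exposed to compounds (1:260 dilution of DMSO stock) for 48 hours at 37C. After MPER lysis, β-galactosidase reporter activity was read as FDG fluorescence (ex 480/em 540) after 30 minutes.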
B2AR arrestin = recruits beta-arrestin to the human beta2-adrenergic receptor. P07550. beta-arrestin recruitment to beta2AR, cell-based reporter. Potency, µM (titrated, usually from 46.1 µM), for the others: at the highest dose activation, actives largely listed as activators. hit rate 0.02% among 330,000. AID 492947;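 also: potency is read from the fitted curve at half-maximal effect; 0% = DMSO controls and full agonism = EC100 isoproterenol or metaproterenol; nearly all actives have a fitted effect of over 65% in size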
PKM2 act = activators of human pyruvate kinase M2; P14618; AID 1631; Potency, µM (top dose mostly 57.5 µM), for the others: at the top dose activation, usual class: activators; purified PKM2, Kinase-Glo ATP luminescence, activation; response scale: 0% is enzyme alone, no compound; hit rate 0.34% among 260,000; also: potency is read from the fitted curve at half-maximal effect; % is scaled to controls: 0 for no effect and ±100 for the full control effect; nearly all actives have a fitted effect of over 55% in size
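Kinase-Glo luminescence reports ATP generated from ADP (0.1 mM) and PEP (0.5 mM) by purified hPK-M2 after 1 h at room temperature, pH 7.2 imidazole buffer; intermediate enzyme activity allows detecting inhibitors and activators.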
BCR signal inh = inhibitors of chronic active B-cell receptor signaling; ABC-DLBCL IkBa-CBG/CBR reporter, luminescence ratio, 4 h; AID 493014; hit rate 0.05% among 340,000; Potency, µM (highest dose often 46.1 µM), inactives show at the top dose ratio change, negative = lower green/red ratio, actives largely listed as inhibitors; active = well fitted inhibition curve with a large enough effect in the signal ratio, with a control signal flat, not every such curve was filed as active; inconclusive = small, poorly fitted or top-dose-only effect, or effect the other way, or a change in a side signal; the % refers to the signal ratio;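 also: potency is read from the fitted curve at half-maximal effect; plate controls were basal doxycycline-induced cells for no effect and cells given 10 µM MG132 for full effect; MG132 reads +100%, hits lower the ratio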
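Concentration-response series (up to 46 uM) were applied to TMD8 dual-reporter cells for 4 h at 37C with doxycycline. Green/red ratio, after filter-overlap correction, defined %Activity; red signal alone was normalised to basal cells and zero luminescence.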
Giardia kill = Giardia lamblia killing | Giardia lamblia trophozoite viability | activity change, % at 7.66 µM, hits read low | hit rate 0.15% among 340,000 | AID 540267; in the data active = activity change below about -80%; inconclusive = between about -30% and that limit;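 also: parasites exposed to compound for two days anaerobically before the ATP read; % is scaled to controls: 0 for no effect and ±100 for the full control effect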
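ATP-content bioluminescence gauges trophozoite survival. Cells (100/well) receive compound and incubate anaerobically for 48 hrs at 37 deg C; detection reagent follows for 15-30 min at room temperature.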
Tb PFK block = T. brucei PFK enzyme inhibition; O15648; T. brucei PFK, ADP-Glo luminescence; Potency, µM (titrated, usually from 57.5 µM), for the others: at the highest dose activity, negative = inhibition, actives largely listed as inhibitors; hit rate 0.17% among 330,000;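 also: potency is read from the fitted curve at half-maximal effect; 0% = uninhibited 1x PFK enzyme wells and -100% = no-enzyme wells; nearly all actives have a fitted effect of over 60% in size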
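ADP-Glo luminescence quantified ADP after 45 min at room temperature, with 1.25 nM T. brucei PFK, 0.1 mM ATP and 0.5 mM fructose-6-phosphate in pH 8.0 TEA buffer. qHTS titrations up to 57 µM; curves classified by quality.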
TSG101-PTAP inh = blocks PTAP/TSG101 interaction to inhibit HIV-1 budding; Q99816; Fluorescence polarization, FITC-PTAP peptide / Tsg101 binding; Potency, µM (series often up to 115 µM), for inactives: at the top dose activity change, negative = inhibition, usual class: inhibitors; 340,000 tested, under 10 active; active = well fitted inhibition curve with a large enough effect in the main read-out, with a control signal flat, not every such curve was filed as active; inconclusive = small, poorly fitted or top-dose-only effect, or effect the other way, or a change in a side signal; inactive = no such curve, though single readings can be large or run the other way; also: potency is read from the fitted curve at half-maximal effect; % of control where 0% means no effect
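Compounds were pin-transferred onto Tsg101 binding domain (10 uM final) in HEPES pH 7.5 buffer, then FITC-PTAP peptide was added at 50 nM final. After 20 min at RT, polarization reported peptide displacement across a qHTS concentration series.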
S-ASM inh = inhibitors of human secretory acid sphingomyelinase; P17405; placental ASM, HMU-PC fluorogenic substrate, 60 min; Potency, µM (titrated, usually from 57.5 µM), without a hit: at the highest dose activity change, negative = inhibition, hits mostly inhibitors; hit rate 0.006% among 340,000; also: potency is read from the fitted curve at half-maximal effect
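Human placenta-derived ASM enzyme was preincubated with compound for 10 minutes at room temperature, then given fluorogenic substrate HMU-PC0 (9 uM final) for 60 minutes at 37 °C; a pH 10 stop preceded fluorescence reading at Ex 386/Em 447 nm.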
GALK inh = blocks human galactokinase activity; P51570; Purified GALK, Kinase-Glo residual ATP luminescence; Potency, µM (titrated, usually from 57.5 µM), for the others: at the highest dose activity change, negative = inhibition, hits mostly inhibitors; hit rate 0.007% among 270,000; also: potency is read from the fitted curve at half-maximal effect; % is scaled to controls: 0 for no effect and ±100 for the full control effect
Target sequence (P51570 whole entry, looked up): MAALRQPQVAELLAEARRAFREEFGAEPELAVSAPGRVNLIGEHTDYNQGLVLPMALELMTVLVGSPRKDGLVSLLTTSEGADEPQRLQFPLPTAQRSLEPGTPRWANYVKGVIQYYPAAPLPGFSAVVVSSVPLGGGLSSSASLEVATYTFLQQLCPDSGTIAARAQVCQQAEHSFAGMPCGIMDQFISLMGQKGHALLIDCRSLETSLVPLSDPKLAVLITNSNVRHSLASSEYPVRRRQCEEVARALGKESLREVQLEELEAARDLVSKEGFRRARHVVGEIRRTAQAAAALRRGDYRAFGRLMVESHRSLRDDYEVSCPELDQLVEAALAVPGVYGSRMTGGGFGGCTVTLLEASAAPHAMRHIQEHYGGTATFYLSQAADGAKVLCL
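5 nM enzyme, 35 uM ATP, 100 uM galactose, 20 mM HEPES pH8.0, 5 mM MgCl2; 1 h RT; residual ATP by Kinase-Glo Plus luminescence, qHTS format.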
Coupling enz = coupling enzyme interference in Giardia aldolase counter-screen; coupling enzyme system counterscreen, AmpLite Red fluorescence; activity change, negative = inhibition, % at 58.2 µM, hits read low; hit rate 0.67% among 290,000; in the data active = activity change below about -30%; also: % is scaled to controls: 0 for no effect and ±100 for the full control effect
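Counterscreen of the coupled detection system alone, without aldolase: glyceraldehyde-3-phosphate coupling enzymes plus AmpLite Red readout. Compounds at 57.5 uM final, 10 min RT preincubation, 20 min RT reaction, fluorescence 525/598 nm.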
Menin-MLL TR inh = menin-MLL binding inhibition, Texas Red mutant peptide. Menin + Texas Red MLL mutant peptide, fluorescence polarization. AID 1768. O00255. Potency, µM (titrated, usually from 61.6 µM), without a hit: at the top dose FP activity change, negative = inhibition, hits mostly inhibitors. hit rate 0.23% among 270,000; active = well fitted inhibition curve with a large enough effect in the polarisation, with a control signal flat, not every such curve was filed as active; inconclusive = small, poorly fitted or top-dose-only effect, or effect the other way, or a change in a side signal; inactive = no such curve, though single readings can be large or run the other way; the % refers to the polarisation; also: potency is read from the fitted curve at half-maximal effect; % of control where 0% means no effect; many of its hits are not listed in these tables
Target sequence (O00255 whole entry, looked up): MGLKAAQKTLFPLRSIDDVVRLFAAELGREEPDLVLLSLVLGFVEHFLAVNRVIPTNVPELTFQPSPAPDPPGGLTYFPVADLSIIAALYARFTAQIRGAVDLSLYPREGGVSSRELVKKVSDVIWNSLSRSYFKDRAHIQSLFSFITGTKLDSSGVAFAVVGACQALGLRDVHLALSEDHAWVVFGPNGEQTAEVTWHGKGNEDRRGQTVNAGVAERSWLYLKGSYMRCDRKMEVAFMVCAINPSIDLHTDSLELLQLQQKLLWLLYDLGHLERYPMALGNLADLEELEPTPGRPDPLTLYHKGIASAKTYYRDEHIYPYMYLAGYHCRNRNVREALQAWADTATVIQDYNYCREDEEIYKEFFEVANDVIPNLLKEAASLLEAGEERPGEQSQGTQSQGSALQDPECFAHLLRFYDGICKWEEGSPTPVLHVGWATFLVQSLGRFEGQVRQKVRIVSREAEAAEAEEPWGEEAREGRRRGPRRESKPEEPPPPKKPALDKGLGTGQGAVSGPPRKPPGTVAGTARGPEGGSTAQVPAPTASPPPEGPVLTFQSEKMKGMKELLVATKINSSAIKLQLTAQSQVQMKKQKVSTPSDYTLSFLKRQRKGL
* marks the source's active call; other numbers are inactive results; ? = inconclusive; · = no result given; [ ] = another dose, or the depositor's remark. Unless noted, calls follow the shape of the dose curve; as a rule, active = well fitted curve in the direction sought with a large enough effect; inconclusive = small, poorly fitted or top-dose-only effect, or another doubt; inactive = no such curve, though single readings can be large; an effect the other way counts as inactive or inconclusive. Only part of the results is shown; rates above refer to the full screens.

SMILES | Integrin act MD | B2AR arrestin | PKM2 act | BCR signal inh | Giardia kill | Tb PFK block | TSG101-PTAP inh | S-ASM inh | GALK inh | Coupling enz | Menin-MLL TR inh
CCc1cccc(C)c1NC(=O)CN1C(=O)NC(Cc2ccccc2)C1=O (centres undefined) | 7% | -0.1% | -7% | -11% | 20 | 2% | 1% | 2% | 3% | 5 | -9%
CN(C)S(=O)(=O)c1cccc(NC(=O)CC23CC4CC(CC(C4)C2)C3)c1 | 9% | -0.8% | 3% | ? | 3 | 4% | 1% | -2% | -6% | 2 | 27%
COc1cccc(CN2CCN(Cc3cccc4nonc34)CC2CCO)c1 (centres undefined) | 4% | -0.1% | 0% | 9% | 1 | 0% | -2% | 0% | 8% | 3 | -8%
FC(F)(F)c1ccc2c(c1)N1CCCC1CN2 (centres undefined) | -15% | -0.7% | -4% | -14% | -87* | 1% | 2% | 15% | 0% | -12 | ?
CCOc1ccc(CN2CCNC(=O)C2CC(=O)NCc2cc(C)n(C)n2)cc1 (centres undefined) | 20% | -0.6% | 6% | 0% | -4 | 1% | -5% | 8% | -6% | -3 | 0%
O=C(CN1C(=O)NC2(CCCCCC2)C1=O)Nc1ccc(Br)cc1Br | -19% | -0.1% | · | -9% | 17 | 0% | -3% | -4% | · | · | ·
Cc1ccc(Nc2nc(-c3sc(NC(=O)c4cccc(Cl)c4)nc3C)cs2)cc1 | · | -0.1% | -12% | ? | · | -5% | · | · | 4% | -2 | ?
COCCn1c(=O)[nH]c2cc(C(=O)Nc3cccc(F)c3)ccc2c1=O | 4% | 0.2% | 2% | ? | -30 | -1% | -2% | 86%[activator] | 2% | 4 | -3%
O=C1CCC(=O)N1c1ccccc1 | -3% | -0.6% | 1%[11.5 µM] | 0% | 1 | -2% | 0% | -1% | -5% | 1 | -1%
Cc1ccc(NC(=O)CC2(CC(=O)O)CCCC2)c(C)c1 | -6% | -0.1% | · | ? | -15 | -5% | 3% | 1% | 3% | 3 | 17%
COCCn1cnc2c1c(=O)n(CC#N)c(=O)n2Cc1ccccc1 | 9% | 0.0% | · | 9% | 12 | 0% | -3% | 2% | 6% | 3 | ·
CCOC(=O)CN(C(=O)COc1nc(-c2ccccc2)cc(C)c1C#N)c1ccc(F)cc1 | 15% | 0.0% | -3% | -1% | 5 | -23% | -6% | -1% | 1% | 2 | ·
CCCOc1ccc(C(=O)NCC(c2cccs2)N(C)C)cc1OC (centres undefined) | 32% | -0.9% | 16% | -4% | 7 | 6% | -6% | 8% | 0% | 0 | -26%
COc1cc(N)c(Cl)cc1Cl | 9% | 0.4% | -7% | -11% | -14 | -6% | -2% | 7% | 10% | 3 | -4%
O=C(Nc1nccs1)c1cccc2ccccc12 | -2% | -0.9% | 8% | ? | -27 | -2% | 0% | -11% | 1% | -2 | 21%
CC(=O)c1ccc(C)cc1OC(=O)c1cccc(F)c1 | -6% | -0.2% | · | -7% | -8 | 4% | -1% | -2% | -7% | 0 | -2%
COc1ccc(S(=O)(=O)N2CCCC2)cc1NC(=O)c1ccccc1 | 3% | 0.2% | 4% | 0% | -22 | 0% | -5% | -4%[11.5 µM] | 11% | 4 | -18%
Cc1cc(C(=O)COC(=O)c2cccnc2Cl)c(C)n1C | -9% | 0.0% | · | -21% | ? | 3% | 1% | 2% | · | · | ·
COc1cc(/C=C2\SC(=O)N(c3ccccc3Cl)C2=O)cc([N+](=O)[O-])c1O | 5% | -0.3% | 3% | ? | -17 | 21% | -7% | -9% | -4% | -2 | ?
COc1cccc(CC(=O)N2CCCC(CCC(=O)N3CCN(c4ccccn4)CC3)C2)c1 (centres undefined) | 0% | -0.1% | 7% | ? | 32[activator] | 2% | 1% | 1% | 0% | 4 | 0%
COc1ccc(/C=N/Nc2nc(C)nc(N)n2)cc1 | -8% | 0.2% | · | 4% | 5 | 5% | 1% | 0% | -5% | 0 | -22%
Cn1ccnc1COc1ccc(/C=N/O)cc1 | -7% | -1.0% | 6% | 0% | 8 | -1% | -1% | 3% | 1% | -2 | -7%
Cc1oc(-c2cccs2)nc1CN1CCC(C(=O)N2CCCC2)CC1 | 1% | 0.4% | 0% | 1% | 17 | 7% | -3% | 2% | -2% | 0 | -4%
O=C(Nc1ccc(O)cc1)c1ccc(NC(=O)c2ccco2)cc1 | 1% | -0.1% | 5% | 1% | -21 | -6% | -3% | -2%[11.5 µM] | -2% | 2 | ?
COc1ccc(CN(CC2CCC(C(=O)O)CC2)C(=S)Nc2ccccc2C)cc1 (centres undefined) | -13% | 0.5% | -4% | 1% | 14 | 2% | -2% | -1% | 1% | 1 | 5%
COc1cc(Cl)ccc1OCc1cc(C(=O)N2CCN(C)CC2)no1 | 18% | -0.8% | · | 1% | 2 | -2% | -5% | 1% | -2% | · | ·
Cc1cc(NC(=O)Nc2c[nH]c(=O)[nH]c2=O)ccc1Br | -17% | -0.5% | · | -1% | -17 | -5% | -2% | 5% | 0% | 3 | ?
Cc1cc(C)c2c(N)c(C(=O)N/N=C/c3cccnc3)sc2n1 | 4% | -0.6% | 0% | 6% | -4 | -5% | -1% | 81%[activator] | 3% | -4 | ·
CCO[C@@H]1OC(C(=O)N2CCOCC2)=C[C@H](c2ccc(C(F)(F)F)cc2)[C@H]1CCCO | 12% | -0.5% | 2% | -6% | -7 | -3% | · | 4% | 0% | 3 | -18%
COc1cc2c(cc1OC)n(CC(=O)NC1CCCCCC1)n1c(C)cc(=O)nc21 | -3% | 0.5% | · | 2% | -10 | 1% | -3% | 13% | 0% | · | ·
Cc1noc(C)c1COc1ccccc1C(=O)NC1CCC(C)CC1 (centres undefined) | 3% | -1.9% | 2% | ? | 10 | 0% | -2% | 3% | -10% | · | ·
CC1(C)C(c2cccs2)=[N+]([O-])C2(CCCCC2=O)N1O (centres undefined) | -8% | 0.3% | -9% | ? | -4 | -7% | -3% | 0% | 2% | 10 | -2%
Fc1ccc(-c2csc(N3CCC(c4ccccc4)C3)n2)cc1 (centres undefined) | 17% | -0.5% | 1% | 9% | 3 | 2% | 1% | -1% | 1% | -6 | 22%
O=C(CSc1ccc2nnc(-c3cccs3)n2n1)N1CCCC1 | -5% | -0.1% | -15% | 0% | -12 | -3% | 3% | 4% | 8% | 2 | -9%
NC(=S)N/N=C/c1ccc2ccccc2c1 | -12% | -1.5% | 1% | -1% | 18 | 3% | 1% | 3% | 0% | 2 | -9%
CCC(=O)N1CCn2c1nc1ccccc12 | 12% | 0.0% | -2% | 0% | -3 | -2% | -6% | 4% | 0% | 0 | 12%
CCN1CCN(CC(O)COc2cccc(OC)c2)CC1 (centres undefined) | 3% | 0.5% | -5% | -3% | -5 | 0% | -2% | -1% | 1% | -1 | 5%
CN(CC(=O)N1CCCCCC1)S(=O)(=O)c1ccc(Br)cc1 | -25% | -0.2% | -4%[11.5 µM] | 0% | -11 | 1% | 3% | 0% | 2% | 3 | -17%
CC1(C)CC(=O)C(=Cc2cn(CCC#N)nc2-c2ccc(F)cc2)C(=O)C1 | 2% | 0.4% | 10% | ? | 17 | 22% | -8% | -1% | -5% | 0 | 15%
O=C(CCNS(=O)(=O)c1ccccc1)N1CCCC1 | -7% | 0.4% | 0% | 0% | -1 | 2% | 2% | 3% | -4% | · | ·
CCCCOc1ccc(C(=O)N2CCC(C)CC2)cc1 | 21% | -0.1% | 9% | 6% | -4 | 9% | -2% | -2% | -3% | 6 | -26%
CCOc1ccc(S(=O)(=O)Nc2ccc(O)c(Sc3ncn[nH]3)c2)cc1 | -21% | -0.1% | -3% | 0% | -10 | -12% | -1% | 7% | 0% | 7 | 31%[activator]
CCCCc1ccc(NC(=O)C(C)CC)cc1 (centres undefined) | -14% | 0.4% | -20% | ? | 20 | 0% | -3% | -3% | 4% | -1 | 1%
CCCCCCSc1ccc([C@H]2N[C@@](Cc3ccccc3)(C(=O)OC)[C@H]3C(=O)N(CC)C(=O)[C@@H]23)cc1 | 1% | 0.0% | · | 5% | -2 | -9% | 3% | -13% | · | · | ·
CCC(=O)N(Cc1cc(=O)[nH]c2ccccc12)c1ccc(C)cc1 | 17% | -0.4% | 13% | ? | 6 | -5% | -10% | 6% | 2% | 4 | ·
CC(=O)Nc1ccc2c(c1)OCO2 | 0% | -0.3% | -14% | -1% | -24 | -3% | 0% | 2% | 10% | 4 | 1%
COc1cc(NS(=O)(=O)c2ccc(NC(=S)NC(=O)CC(C)C)cc2)nc(OC)n1 | 4% | -0.5% | -17% | -3% | 3 | 2% | -2% | -14% | -2% | 8 | -2%
